High-throughput results (PubChem BioAssay)
KOR beta-arrestin-1 – KOR antagonists, beta-arrestin recruitment, cell-based, luminescence, uHTS (AID 1778); KOR beta-arrestin recruitment, luminescence, antagonist mode; higher % means a stronger effect; one-dose inhibition, % at 10 µM; IC50 in µM for titrated hits; 0.091% of 290,000 active; further: strong numbers were not always called active
PhoP inhibition – PhoP-dependent GFP reporter repression – Salmonella Typhimurium, primary screen (AID 1863). 0.16% of 300,000 active. inhibition, % at 50 µM; hits with a dose series show IC50 in µM. S. Typhimurium PhoP-regulated promoter GFP reporter, 4 h; higher % means a stronger effect;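 active means inhibition over 29.93%, a cutoff 3 SD above the screen mean, later confirmed by dose response; inconclusive means inhibition over 29.93% but no dose response follow-up; inactive means inhibition at most 29.93% or unconfirmed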;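 further: 0% = low Mg2+ inducing control and 100% = high Mg2+ repressing control; strong numbers were not always called active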
NOD1 NF-kB reporter – inhibition of NOD1-driven NF-kB reporter – cell-based, luminescence, uHTS, primary screen (AID 1578) | NOD1-driven NF-kB luciferase reporter cells, luminescence; higher % means a stronger effect | 1% of 290,000 active | one-dose inhibition, % at 4 µM; EC50 in µM for titrated hits; in the data active means inhibition mostly above about 36%, no sharp cut-off; inactive means mostly below about 34%;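 further: HEK-293T reporter cells stimulated with the NOD1 agonist gamma-tri-DAP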
HEK293 NOD2/NF-kB – inhibition of NOD2-driven NF-kB reporter – cell-based, luminescence, uHTS, HEK293 (AID 1566); 0.63% of 290,000 active; inhibition, % at 4 µM, or EC50 in µM where a hit was titrated; HEK293 NOD2/NF-kB luciferase reporter, luminescence; higher % means a stronger effect; further: many of its hits are not listed in these tables
Myeloid diff 2 – compounds promoting myeloid differentiation; ER-HoxA9 myeloid progenitors, lysozyme-GFP differentiation, flow cytometry; calls only at 10 µM; 1% of 360,000 active; AID 624256;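 active means normalized GFP-positive differentiation at or above the plate's own cutoff, the solvent-only control mean plus 3 SD; inconclusive means no clear call, values can overlap the other calls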;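 further: cells exposed to compound for four days before flow analysis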
LYP inhibition – PTPN22 lymphoid phosphatase activity blockers – biochemical, fluorescence intensity, uHTS (AID 1779); recombinant LYP phosphatase, fluorescence intensity; higher % means a stronger effect; inhibition, % at 11.5 µM; hits with a dose series show IC50 in µM; 0.054% of 290,000 active;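 further: plate controls were vehicle with enzyme for no effect and no enzyme for full effect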
HIV peptide binding – inhibitors of HIV fusion peptide binding, primary screen, biochemical, uHTS, fluorescence dequenching (AID 1986); cell-free peptide binding, fluorescence dequenching, 30 min; higher % means a stronger effect; one-dose inhibition, % at 20 µM; IC50 in µM for titrated hits; 0.3% of 290,000 active; in the data active means inhibition mostly above about 52%, no sharp cut-off; inactive means mostly below about 76%; further: some results filed as inactive read as strong as hits
KOR beta-arrestin-2 – kappa opioid receptor activators – cell-based, luminescence, uHTS, primary screen (AID 1777) | KOR beta-arrestin recruitment, luminescence; higher % means a stronger effect | activation, % at 10 µM; hits with a dose series show EC50 in µM | 0.02% of 280,000 active; in the data active means activation above about 50%, passing the limit was not always enough; further: a part of the inactive calls stands beside numbers as strong as those of hits
SIAH1 antagonists – Siah-1 peptide-binding antagonists, primary screen, biochemical, fluorescence polarization, rhodamine-plectin, uHTS (AID 1817). displacement, % at 20 µM, or IC50 in µM where a hit was titrated. 0.02% of 290,000 active. Siah-1 / rhodamine-plectin peptide fluorescence polarization; higher % means a stronger effect;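 active means displacement of at least 50% at 20 µM, with a fluorescence ratio check between 0.3 and a set limit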;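 further: plate controls were Siah plus tracer with DMSO for no effect and tracer alone without Siah for full effect; strong numbers were not always called active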
Myeloid diff 2 GFP+ MAC1+ % – also measured in Myeloid diff 2; calls as there; GFP+ MAC1+ double positive, %; measured here: differentiation confirmed by MAC1 staining
* = called active by the depositor; i = inactive; ? = inconclusive; / = no result given; + = active, no number; & = joins results of further samples; [ ] = dose if it differs, or a comment. Unless noted, no stated cut-off is given here; in the data, active means inhibition above about 50%; inactive means the rest. A portion of the library; the hit share may differ from the screen's.

SMILES | KOR beta-arrestin-1 | PhoP inhibition | NOD1 NF-kB reporter | HEK293 NOD2/NF-kB | Myeloid diff 2 | Myeloid diff 2 GFP+ MAC1+ % | LYP inhibition | HIV peptide binding | KOR beta-arrestin-2 | SIAH1 antagonists
COc1cc2cc(C(c3nnnn3C3CCCC3)N3CCCCCC3)c(=O)[nH]c2cc1OC (stereo not drawn) | 21% | -19% | -10% | -15% | i | 0.8 | 2% | 3.8% | 0.8% | 2%
COc1ccccc1NC(=O)CSc1nnc(CCNC(=O)c2ccc(C)cc2)n1C | -19% | -2% | -31% | 15% | i | 0.5 | -8% | -1.2% | -5.4% | 1%
COc1ccc(C(=O)Nc2cccc(C(C)=O)c2)cc1OC | -2% | -2% | -23% | -64% | i | 6.6 | 2% | 3.5% | 2.2% | -1%
COC(=O)c1c(-c2ccccc2)csc1N1C(=O)Nc2ccccc2N1O | -18% | 4% | 38%* | -58% | i | 0.3 | 5% | 2.6% | -3.0% | -1%
O=P(O)(O)c1ccccc1OCCCCCOc1ccccc1P(=O)(O)O | 12% | -6% | -5% | 5% | i | 4.4 | -5% | 14% | 0.0% | 6%
COc1ccc(-c2cc(C(F)(F)F)nc(S(=O)(=O)CCCC(=O)Nc3cc(C)on3)n2)cc1OC | 26% | -7% | 32% | 6% | i | 1.0 | -22% | 0.6% | -4.2% | 2%
COc1ccc(C(=O)NCC(=O)N/N=C(C)\C=C\c2ccccc2)cc1OC | -14% | -14% | -36% | -2% | i | 0.3 | 10% | -1.9% | 0.2% | 4%
Cc1ccc(C2CC(=O)C=C(Nc3ccc(Cl)cc3)C2)cc1 (stereo not drawn) | 20% | -5% | -19% | -1% | i | 0.6 | -4% | 0.1% | -5.8% | 33%
O=C(CCNS(=O)(=O)c1ccc2[nH]c(=O)oc2c1)NCc1ccc(F)cc1 | -9% | 6% | 7% | 13% | i | 2.5 | -7% | 0.9% | 13% | 0%
NS(=O)(=O)OCCCCCc1ccccc1 | -10%[20 µM] | 11% | 5% | 5% | i | 1.0 | -11% | -0.3% | -2.2% | 3%
COc1ccc(NC(=O)COc2nsnc2N2CCOCC2)c(OC)c1 | -16% | 10% | 2% | 8% | i | 2.4 | -10% | -1.4% | 15% | -5%
COc1ccccc1-n1cc([C@@H]2C[C@H]3CN(c4ccccc4)C(=O)[C@]34CCCN24)cn1 | -7%[20 µM] | -4% | 27% | -77% | / | / | -6% | 43% | / | 2%
O=C(CN1CCN(CC(=O)Nc2ccc(Cl)cc2)CC1)Nc1ccc(F)cc1 | 4% | 8% | 4% | -10% | i | 0.3 | -12% | -1.0% | -2.6% | -3%
O=C(NCCCN1CCCC1)C1CCN(C(=O)c2cc3sccc3n2Cc2ccc(F)cc2)CC1 | 9% | -1% | 6% | 25% | i | 4.5 | 2% | -0.4% | -1.0% | 5%
NS(=O)(=O)c1cnccc1Nc1ccc(Cl)cc1 | -47% | 9% | -26% | -2% | i | 0.4 | -6% | -0.5% | 1.8% | 23%
Cc1ccc(Cn2nnnc2CN2CCC(NC(=O)c3ccccc3F)CC2)cc1 | 9% | 6% | -13% | 0% | i | 1.3 | -7% | 0.8% | -5.1% | 0%
COc1ccccc1C(=O)NCC(c1cccnc1)N(C)C (stereo not drawn) | -16% | 5% | 13% | 1% | i | 1.9 | -10% | -0.1% | -5.6% | 4%
C/C(=N\Nc1ccc2nncn2n1)c1cccs1 | -31% | 3% | -12% | -18% | i | 0.6 | -2% | 0.6% | 2.7% | -2%
O=C(CSC(=S)N1CCCCC1)Nc1ncc2c(n1)CCCC2=O | -13% | -3% | -8% | 4% | i | 0.6 | -6% | -0.6% | 2.7% | 3%
CC(C)n1c(NCc2cc(Cl)ccc2O)nc2ccccc21 | -5% | 3% | 7% | 6% | i | 0.6 | -10% | 3.3% | 0.5% | 1%
CN(Cc1ccccc1)C(=O)CSc1nnc(-c2ccco2)n1-c1ccccc1 | -4% | 28% | -28% | 2% | i | 6.4 | 1% | -1.6% | 2.1% | 1%
COC(=O)[C@@H](NC(=O)Nc1cccc(OC)c1)C(C)C | -21% | -9% | 1% | -21% | i | 1.5 | -11% | -1.0% | 6.0% | -3%
Cn1c(=O)c2nc(NCc3ccccc3)cnc2n(C)c1=O | 8% | -10% | -3% | 14% | i | 5.6 | -14% | -2.4% | 0.2% | 0%
CC(=O)Nc1ccc(S(=O)(=O)c2ccc(N)cc2)cc1N | 4% | 4% | 9% | 2% | i | 2.9 | 0% | 0.0% | 3.1% | 1%
COc1cccc(/C=C2\SC(=S)N(CCC(=O)NC3C=CS(=O)(=O)C3)C2=O)c1 (stereo not drawn) | 23% | 1% | 17% | -36% | ? | / | 3% | -0.1% | -2.6% | 0%
O=C(O)C(Cc1ccccc1)NC(=O)C(c1ccccc1)c1ccccc1 (stereo not drawn) | -4% | 0% | -28% | -5% | i | 0.2 | -4% | 0.8% | -2.5% | 0%
Cc1nc(SCC(=O)OCc2ccccc2)c(C#N)c(-c2ccccc2)c1C(=O)Nc1ccccc1 | 0% | 0% | -10% | 4% | i | 1.0 | 1% | 1.1% | -2.8% | 3%
Cc1cccc(NS(=O)(=O)c2cc3c(cc2C)NC(=O)CO3)c1 | 25%[20 µM] | / | -5% | 12% | i | 1.9 | -7% | -0.2% | -1.4% | -4%
CCOC(=O)C1CCN(C(=O)CCc2nnc3ccc(NCc4ccco4)nn23)CC1 | -3% | -10% | -12% | 5% | + | 4.6* | -7% | -0.5% | 4.2% | 3%
CCN(CC)S(=O)(=O)c1cc(NC(=O)CSc2nccn2C)ccc1C | -7% | 2% | -56% | -12% | i | 0.2 | -4% | -1.5% | 1.2% | -2%
Nc1ccccc1Nc1ccncc1[N+](=O)[O-] | 9% | 9% | 24% | -5% | i | 0.7 | -7% | -2.7% | -0.8% | -4%
CCC(=O)NCCSc1c[nH]c2ccccc12 | 20% | -3% | -6% | 4% | i | 0.9 | -4% | 2.5% | -2.5% | 2%
CC1Sc2ccc(S(=O)(=O)CCC(=O)N3CCCCC3)cc2NC1=O (stereo not drawn) | -32% | 5% | -20% | 8% | i | 1.7 | -7% | -1.5% | 0.2% | 3%
CCc1ccc(-n2c(C)cc(/C=N/NC(=O)OC)c2C)cc1 | -2% | 4% | -26% | 1% | i | 1.3 | 5% | 0.5% | 2.0% | -1%
COc1cc(NS(=O)(=O)c2ccc(NC(=S)NC(=O)c3ccccc3)cc2)nc(OC)n1 | -1% | 7% | -11% | 7% | i | 1.0 | -4% | 15% | -2.2% | -6%
CCC(=O)N1CCN(c2ccccc2NC(=S)NC(=O)c2ccco2)CC1 | 8% | -7% | -8% | 5% | i | 6.8 | -7% | -2.4% | 2.3% | -3%
S=c1[nH]ccn1-c1cccc(Cl)c1Cl | 19% | 4% | 4% | 7% | i | 0.7 | -4% | -0.6% | 0.0% | 13%
O=C(CSc1n[nH]c(=O)n1C1CC1)N1N=C(c2ccc(Cl)cc2)CC1c1ccco1 (stereo not drawn) | 33% | / | -7% | 13% | i | 0.2 | 0% | -1.8% | -3.7% | 2%
CCOc1ccc(N(CC(=O)NCCSc2ccccn2)S(=O)(=O)c2ccc(Cl)cc2)cc1 | 14% | 3% | 19% | 22% | i | 1.1 | 0% | -2.1% | -1.2% | -3%
COc1ccc(S(=O)(=O)N(C)CC(=O)NCCCN2CCOCC2)cc1Cl | 8% | 3% | -35% | 10% | i | 0.6 | -2% | 1.0% | -4.6% | 2%
Clc1cccc(CSc2nnc(-c3c[nH]c4ccccc34)o2)c1 | 6% | -2% | -20% | -5% | i | 0.9 | -2% | 0.6% | -2.5% | 2%
CC(C)(C)n1nnnc1C(c1cccc(C#N)c1)N1CCN2CCCC2C1 (stereo not drawn) | 15% | 5% | -29% | 0% | i | 5.5 | 4% | 0.1% | -1.3% | 4%
COc1ccc2c(c1)C(=O)CC(c1ccc3c(c1)OCCO3)O2 (stereo not drawn) | 12% | -1% | -18% | -34% | i | 0.8 | -4% | -1.0% | -0.4% | 0%
CC1CN(S(=O)(=O)c2ccc(C(=O)NN3CCN(C)CC3)cc2)CC(C)O1 (stereo not drawn) | -17% | -6% | -33% | 10% | i | 0.2 | -6% | 1.8% | 0.6% | 13%
CCOP(=O)(c1ccc(N(C)C)cc1)C(O)c1cc(OC)c(OC)c(OC)c1 (stereo not drawn) | 35% | 5% | -8% | 5% | i | 0.7 | 2% | -1.7% | -0.8% | 3%
O=C(CSc1nnc(Cc2cc(=O)[nH]c(=O)[nH]2)n1-c1ccccc1)N1CCCc2ccccc21 | -8% | 0% | 18% | -25% | i | 0.6 | 5% | 2.4% | 4.7% | 4%
CCOC(=O)c1ccc2nc(C)cc(Nc3cccc(C(=O)O)c3)c2c1 | -6% | -7% | -17% | 1% | / | / | 1% | 6.4% | 0.8% | -3%
COc1ccc(-c2cc(C(F)F)n3ncc(C(=O)N4CCN(C(=O)c5ccco5)CC4)c3n2)cc1 | -33% | 3% | -28% | 16% | + | 20* | 4% | -0.8% | -2.8% | -1%
Cc1occc1C(=O)NCc1cccc(CNC(=O)c2ccoc2C)c1 | 17% | -7% | -13% | 12% | i | 1.1 | -7% | 20% | -2.2% | 4%
CC(=O)Nc1nnc(-c2ccccn2)o1 | 18% | 5% | -15% | 12% | i | 1.0 | -5% | -0.2% | -0.6% | -1%
COc1ccc(C2CC(=O)C3=C(C2)NC(C)=C(C#N)C3c2ccc(N(C)C)cc2)cc1 (stereo not drawn) | 43% | -1% | 1% | 0% | i | 1.0 | -4% | -2.2% | 12% | -5%
CC(C)CCN1CC(=O)N2Cc3[nH]c4ccccc4c3C[C@H]2C1=O | -5% | 0% | 2% | 37% | i | 1.0 | -2% | 1.6% | -5.7% | 2%
CCN(CC)CC#CCOC(=O)C(O)(c1ccccc1)C1CCCCC1 (stereo not drawn) | -12% | 7%&0% | -21% | 6% | i | 4.3 | -6% | 2.3% | -1.0% | 6%
C=CCn1c(O)c(C2=c3ccccc3=NC2=O)sc1=Nc1ccc(O)cc1 | 21% | 0% | -1% | 19% | i | 2.0 | 0% | -7.4% | -4.7% | 12%
Cc1cc(=O)nc2c3ccccc3n(CC(=O)NCCCN3CCCCC3C)n12 (stereo not drawn) | -50% | -8% | 33% | 10% | i | 4.0 | -5% | -0.1% | 7.2% | 0%

Three structures from above, ordered by heavy-atom count, falling:
SMILES | KOR beta-arrestin-1 | PhoP inhibition | NOD1 NF-kB reporter | HEK293 NOD2/NF-kB | Myeloid diff 2 | Myeloid diff 2 GFP+ MAC1+ % | LYP inhibition | HIV peptide binding | KOR beta-arrestin-2 | SIAH1 antagonists
O=C(CSc1n[nH]c(=O)n1C1CC1)N1N=C(c2ccc(Cl)cc2)CC1c1ccco1 (stereo not drawn) | 33% | / | -7% | 13% | i | 0.2 | 0% | -1.8% | -3.7% | 2%
COc1ccc(C(=O)NCC(=O)N/N=C(C)\C=C\c2ccccc2)cc1OC | -14% | -14% | -36% | -2% | i | 0.3 | 10% | -1.9% | 0.2% | 4%
CCc1ccc(-n2c(C)cc(/C=N/NC(=O)OC)c2C)cc1 | -2% | 4% | -26% | 1% | i | 1.3 | 5% | 0.5% | 2.0% | -1%
